Compound activity deposited in PubChem BioAssay by ICCB-Longwood Screening Facility, Harvard Medical School.
Polio RdRp inh: inhibitors of poliovirus RNA polymerase binding and polymerization | P03300 | 0.66% of 150,000 active | % elongation, % (compound at 16.7 µg/mL) | poliovirus polymerase elongation, fluorescence polarization; active compounds read low | AID 588519; in the data active = % elongation below about 90%; note: some results filed as inactive read as strong as hits
Target sequence (P03300 1749-2209 limits assumed): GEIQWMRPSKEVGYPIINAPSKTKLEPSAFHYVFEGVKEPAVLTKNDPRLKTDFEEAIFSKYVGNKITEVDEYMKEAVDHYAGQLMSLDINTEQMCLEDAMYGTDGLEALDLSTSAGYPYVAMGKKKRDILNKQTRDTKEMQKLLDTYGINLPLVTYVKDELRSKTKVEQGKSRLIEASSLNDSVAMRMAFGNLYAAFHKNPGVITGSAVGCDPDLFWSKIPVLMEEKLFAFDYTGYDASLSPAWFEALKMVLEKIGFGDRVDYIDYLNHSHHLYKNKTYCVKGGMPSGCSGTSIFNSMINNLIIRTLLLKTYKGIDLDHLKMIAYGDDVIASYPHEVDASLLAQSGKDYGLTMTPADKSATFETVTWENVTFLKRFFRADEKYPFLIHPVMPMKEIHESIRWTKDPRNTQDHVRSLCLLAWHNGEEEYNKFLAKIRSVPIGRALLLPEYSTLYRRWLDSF
Polio RdRp inh FP z-score: also measured in Polio RdRp inh; calls as there; z-score; measured here: FP z-score; hits read low
Active calls of the source: *; & = joins results of further samples. Not all compounds are listed; rates above refer to the full screens.

SMILES	Polio RdRp inh	Polio RdRp inh FP z-score
COc1ccc2c(c1)c(C(=O)CNc1nc(C)cs1)c(C)n2C	102	0.1
COc1ccc2nc(N(Cc3cccnc3)C(=O)C3CCCCC3)sc2c1	112	1.2
CC(C)c1ccc(CN(C(=O)c2cc3ccccc3oc2=O)C2CCS(=O)(=O)C2)cc1 (configuration not stated)	107	0.5
CCC(Sc1nnc2c3ccccc3n(CC)c2n1)C(=O)Nc1ccc(NC(C)=O)cc1 (configuration not stated)	102	-0.7
COc1ccc(C(=O)Nc2nnc(SCc3cc(=O)c4cccc(F)c4[nH]3)s2)cc1	109	0.6
COc1cccc(-c2cc(C(=O)N3CCOCC3)on2)c1	100	-0.3
N#CC(C#N)=Cc1cn(-c2ccccc2)nc1-c1ccccc1	102	0.1
Cc1noc(C)c1CSc1ccc2ccccc2n1	99	-0.4
COc1cc2c(cc1OC)C(COc1ccc(F)cc1)N(C(=O)c1ccccc1F)CC2 (configuration not stated)	100	-1.2
Cc1cc(=O)oc(C)c1C(=O)O	100	-0.2
CC(C)NCC(O)c1ccc(N)c(C#N)c1 (configuration not stated)	103&100	0.8&0.1
COc1ccccc1CC(=O)N1CCN(c2ccc(C(F)(F)F)cn2)CC1	99	-0.5

SMILES	Polio RdRp inh	Polio RdRp inh FP z-score
O=C(Cn1c(=O)n(Cc2ccco2)c(=O)c2oc3ccccc3c21)Nc1ccc(F)cc1F	112	1.1
COc1ccccc1NC(=O)Nc1nnc(N2CC(C)CC(C)C2)s1 (configuration not stated)	100	-0.2
COc1ccc(-c2csc(-c3cccs3)n2)c(OC)c1	113	1.3
Cn1nnnc1SCCCNCc1cccc(OCc2ccccc2)c1	107	0.2
COc1ccccc1CNC(=O)c1cnc2ccc(S(=O)(=O)N3CCOCC3)cc2c1Cl	100	0
Cc1cc(C)cc(NC(c2cccc(Cl)c2)c2nnc(-c3ccccc3)o2)c1 (configuration not stated)	101	-1
Cc1ccccc1Cn1c(SCc2ccc(C(=O)NCCc3ccccc3)cc2)nc2ccncc21	109	-0.4
CC(C)c1ccc(NC(=O)CSc2nc3ccccc3nc2Cc2ccccc2)cc1	105	-0.3
Nc1ccc(Cn2cccn2)cc1	100	-0.4
O=C(N/N=C/c1ccc(F)cc1)c1c(O)c2c([nH]c1=O)CCCC2	102	0.7
COc1cc2c(c(OC)c1OC)-c1ccc(OC)c(=O)cc1[C@@H](NC(C)=O)CC2	101&99	0.2&-0.3
CCOC(=O)C1CCN(CC(=O)CNc2ccc(Cl)c(Cl)c2)CC1	103	0.2

SMILES	Polio RdRp inh	Polio RdRp inh FP z-score
O=C(/C=C(\O)c1ccccc1)C(=O)Nc1ccccc1	102	0.3
COc1cc(/C=C/C(=O)N2CCC(C)CC2)ccc1OCc1ccccc1	105	0.9
CC(=O)Nc1cccc(NC(=O)CN2C(=O)CCSc3ccccc32)c1	99	-1.5
O=C(CN1C(=O)COc2ccccc21)NC1CC1	102	-0.1
CC(C)CCn1c(O)c(N=NC(=O)Cn2ccc(C(F)(F)F)n2)c2ccccc21	105	0.4
CCc1ccccc1NC(=O)C(CC)Oc1ccccc1-c1nnc(-c2ccccc2)o1 (configuration not stated)	110	0.3
COc1ccc(O)c(C=Nc2cc(C(F)(F)F)ccc2Oc2ccccc2)c1	101	-0.1
O=C(CCC1COc2ccccc2O1)Nc1ccc(C(=O)O)cc1 (configuration not stated)	103	0.7
NC(=O)NC1C(=O)c2ccccc2OC1c1ccccc1 (configuration not stated)	98	-0.8
CC(C)Oc1ccc(C(=O)Nc2ccc(-c3nc4ccccc4s3)cc2)cc1	111	0.4
CCOc1ccccc1C(=O)Nc1nc2ccc(S(C)(=O)=O)cc2s1	98	-1
O=C1NC2=C(C(=O)NN(c3ccccc3)C2)C(c2ccccc2)N1 (configuration not stated)	100	-0.1

Another view of part of the listing above:
COc1cc(/C=C/C(=O)N2CCC(C)CC2)ccc1OCc1ccccc1
  Polio RdRp inh = 105 | Polio RdRp inh FP z-score = 0.9

CC(=O)Nc1cccc(NC(=O)CN2C(=O)CCSc3ccccc32)c1
  Polio RdRp inh = 99 | Polio RdRp inh FP z-score = -1.5

O=C(CN1C(=O)COc2ccccc21)NC1CC1
  Polio RdRp inh = 102 | Polio RdRp inh FP z-score = -0.1

CC(C)CCn1c(O)c(N=NC(=O)Cn2ccc(C(F)(F)F)n2)c2ccccc21
  Polio RdRp inh = 105 | Polio RdRp inh FP z-score = 0.4

Later entries:
SMILES	Polio RdRp inh	Polio RdRp inh FP z-score
COc1cccc(-c2nc(SCC(=O)NC3CCCC3)c(-c3ccc(F)cc3)[nH]2)c1	113	0.2
Cc1cc(C)cc(Nc2cc(C)nc3nncn23)c1	104	-1
CCNc1nc(NCC)nc(N(n2cnnc2)S(=O)(=O)c2ccc(C)cc2)n1	101	-0.4
CCCSCCCNC(=O)C1CCN(C(=O)c2cnn(-c3ccccc3)c2-n2cccc2)CC1	103	-0.7
CCc1nnc2c(Nc3ccc(N(CC)CC)cc3C)nc3ccccc3n12	99	-1.1
O=C(COc1ccccc1)NCc1cn2ccsc2n1	104	0.2
COc1ccc(S(=O)(=O)N2CCC(C(=O)Nc3ccc(Oc4ccccc4)cc3)CC2)cc1	110	1.6
CCC(NC(=O)NCc1cccnc1)(C(F)(F)F)C(F)(F)F	102	1
COC(=O)Cn1c2ccccc2c2nc(C)sc21	100	-0.3
CC(C)N(Cc1ccccc1)C(=O)C1CCCN(c2ncnc3onc(-c4ccc(F)cc4)c23)C1 (configuration not stated)	111	0.6
COc1cc2ccc3c(CCN(C)C)cc(OC)c(OC)c3c2cc1OC	101	0
COc1cc(CC(=O)O)cc(OC)c1OC	105	0.2

Retrieved by structure from above, 3 records:
SMILES	Polio RdRp inh	Polio RdRp inh FP z-score
NC(=O)NC1C(=O)c2ccccc2OC1c1ccccc1 (configuration not stated)	98	-0.8
COc1ccc(C(=O)Nc2nnc(SCc3cc(=O)c4cccc(F)c4[nH]3)s2)cc1	109	0.6
CCOc1ccccc1C(=O)Nc1nc2ccc(S(C)(=O)=O)cc2s1	98	-1

Seven entries from above, sorted by SMILES length, falling:
SMILES	Polio RdRp inh	Polio RdRp inh FP z-score
CC(C)N(Cc1ccccc1)C(=O)C1CCCN(c2ncnc3onc(-c4ccc(F)cc4)c23)C1 (configuration not stated)	111	0.6
COc1ccc(S(=O)(=O)N2CCC(C(=O)Nc3ccc(Oc4ccccc4)cc3)CC2)cc1	110	1.6
CCc1nnc2c(Nc3ccc(N(CC)CC)cc3C)nc3ccccc3n12	99	-1.1
CCC(NC(=O)NCc1cccnc1)(C(F)(F)F)C(F)(F)F	102	1
Cc1cc(C)cc(Nc2cc(C)nc3nncn23)c1	104	-1
COC(=O)Cn1c2ccccc2c2nc(C)sc21	100	-0.3
COc1cc(CC(=O)O)cc(OC)c1OC	105	0.2

Additional structures.
SMILES	Polio RdRp inh	Polio RdRp inh FP z-score
O=c1[nH]c(SCC2CCCCO2)nc2ccccc12 (configuration not stated)	100	-0.6
CCOC(C)=C(C#N)C#N	100	-0.1
NC(=O)COC(=O)COc1ccc(OCc2ccccc2)cc1	105	0.3
O=C(Nc1ccc(S(=O)(=O)Nc2ncccn2)cc1)c1cc(=O)c2ccccc2o1	115	1.5
O=c1[nH]c2ccccc2n2nnnc12	103	0.4
CCOC(CCn1c(SC)nc2c(sc3ccccc32)c1=O)OCC	100	-0.4
COc1ccc(C(C2=C(O)CCCC2=O)c2cc3c(cc2O)OCO3)cc1 (configuration not stated)	104	0
Cn1c2ccccc2c2cnn(CC(=O)N3CCCC3)c(=O)c21	102	-0.6
O=C(O)Cc1ccc(Br)cc1	105	0.3
CCN1C(=O)/C(=C/c2c(C)c(C#N)c(=O)n(C)c2N2CCN(c3ccc(F)cc3)CC2)SC1=S	135	6.5
COc1ccc(Cn2nnnc2CN(Cc2ccc(C)cc2)Cc2cc3cc4c(cc3[nH]c2=O)OCO4)cc1	104	0.6
COC(=O)c1ccccc1N=Cc1c(C)[nH][nH]c1=O	102	0.1

SMILES	Polio RdRp inh	Polio RdRp inh FP z-score
CCCCOc1ccc(CN2C(=O)C(=O)c3cc(C)ccc32)cc1OC	106	-0.1
O=C(COC(=O)c1ccccc1Cl)c1ccc(Cl)cc1	105	0
CSCc1nnc(NC(=O)c2ccc(S(=O)(=O)N3CCCC3)cc2)o1	99	-1.4
c1ccc2c(c1)nc1n2CCCS1	101	-0.3
Cc1cc(Sc2ccc(Cl)cc2)nc2ccccc12	106	0.5
O=C(NCCC1=CCCCC1)Nc1cccc(F)c1	103	0.5
CC(C)n1c(C(O)c2ccccc2)nc2ccccc21 (configuration not stated)	106	1.2
O=C(Cn1c(=O)[nH]c2ccsc2c1=O)NC1CCCCCC1	103	0.9
CCOC(=O)C1=C(C)N(C)C(C)=C(C(=O)OCC)C1c1ccccc1F	104	1.2
